Mcl-1 Bim block: inhibitors of Bim-Mcl-1 interaction, human; inhibition, % at 10 µM; Q07820; Bead-based flow cytometry, Bim peptide-Mcl-1 binding; AID 1009; 190,000 tested, 0.1% active;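 also: 0% = no compound tracer wells and 100% = peptide blocker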
Mcl1-Bid inh: Mcl-1/Bid interaction inhibition. Q07820. TR-FRET Mcl-1/Bid-Dy647 peptide binding, 1536-well. inhibition, % at 21.7 µM. 220,000 tested, 0.97% active. AID 1021;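 active = compounds that cut the binding signal by more than half at the single screening dose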;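 also: His-tagged Mcl-1 with europium anti-His antibody binding Bid BH3 peptide; 0% = Mcl-1 plus peptide wells and 100% = peptide-only wells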
Bcl-XL Bim block: inhibitors of Bim-Bcl-XL interaction, human | Q07817 | Bim peptide-Bcl-XL binding, bead flow cytometry, fluorescence | inhibition, % at 10 µM | 190,000 tested, 0.04% active | AID 1007
Target sequence (Q07817 whole entry, looked up): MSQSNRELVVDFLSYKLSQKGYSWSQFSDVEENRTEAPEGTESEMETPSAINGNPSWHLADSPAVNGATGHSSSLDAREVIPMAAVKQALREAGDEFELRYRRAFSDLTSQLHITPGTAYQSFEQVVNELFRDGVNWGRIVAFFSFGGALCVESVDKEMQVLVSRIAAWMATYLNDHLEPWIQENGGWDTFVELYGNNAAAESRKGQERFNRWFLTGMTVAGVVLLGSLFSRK
RGS4-Gao reg: modulates binding of RGS4 to human Galphao | Multiplexed bead flow cytometry; actives lie on both sides | binding response (% of control), % at 10 µM | 220,000 tested, 0.33% active; in the data active = binding response below about 49% or above about 150%; inactive = in between;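 also: fluorescent Galphao activated with aluminum fluoride binding bead-coupled RGS4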
Target sequence (P09471 whole entry, looked up): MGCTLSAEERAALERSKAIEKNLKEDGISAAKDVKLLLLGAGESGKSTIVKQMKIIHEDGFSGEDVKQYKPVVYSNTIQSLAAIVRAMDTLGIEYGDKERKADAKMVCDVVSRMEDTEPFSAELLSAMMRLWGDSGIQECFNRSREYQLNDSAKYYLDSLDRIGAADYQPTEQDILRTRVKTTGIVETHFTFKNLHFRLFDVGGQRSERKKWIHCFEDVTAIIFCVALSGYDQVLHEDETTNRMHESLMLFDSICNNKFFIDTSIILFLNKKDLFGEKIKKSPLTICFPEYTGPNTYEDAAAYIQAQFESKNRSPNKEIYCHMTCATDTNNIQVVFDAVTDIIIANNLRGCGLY
Bcl-2 Bim block: human Bim-Bcl-2 interaction inhibition; P10415; Bead-based flow cytometry, Bim peptide-Bcl-2 binding; inhibition, % at 10 µM; 190,000 tested, 0.06% active; in the data active = inhibition above about 40%; inconclusive = no clear call, values can overlap the other calls;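 also: 0% = no compound wells with probe peptide and 100% = reference peptide inhibitor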
Target sequence (P10415 whole entry, looked up): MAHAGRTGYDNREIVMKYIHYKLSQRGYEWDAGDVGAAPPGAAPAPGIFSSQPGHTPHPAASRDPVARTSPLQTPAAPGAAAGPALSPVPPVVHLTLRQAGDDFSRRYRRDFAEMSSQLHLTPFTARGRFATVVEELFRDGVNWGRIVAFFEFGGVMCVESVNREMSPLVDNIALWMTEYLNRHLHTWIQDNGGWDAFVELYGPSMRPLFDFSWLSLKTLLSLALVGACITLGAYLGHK
Mcl1-Noxa inh: Mcl-1/Noxa interaction inhibition | Q07820 | TR-FRET Mcl-1/Noxa peptide binding, 2 h | inhibition, % at 21.7 µM | 220,000 tested, 1.5% active | AID 1022;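 active = compounds that cut the protein-peptide binding signal by more than 50% relative to plate controls in a single-dose test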;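 also: His-tagged Mcl-1 with rhodamine Noxa BH3 peptide and terbium anti-His antibody; 0% = Mcl-1 plus Noxa peptide wells and 100% = peptide-only wells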
RGS8-Gao: human RGS8-Galphao interaction regulation; multiplexed bead flow cytometry, RGS8-Galphao binding; actives lie on both sides; response (percent of control binding), % at 10 µM; 220,000 tested, 0.34% active; AID 1423; P09471; in the data active = response below about 60% or above about 140%; inactive = in between;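 also: Galphao activated as the GDP aluminium fluoride complex binding bead-coupled RGS8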
Bcl-W Bim block: disrupts Bim peptide binding to human Bcl-W; Q92843; bead-based flow cytometry; inhibition, % at 10 µM; 190,000 tested, 0.02% active; AID 952;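 also: 0% = bound tracer without compound and 100% = peptide blocker; higher means less fluorescent Bim peptide bound to Bcl-W beads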
RGS7-Gao: modulates binding of RGS7 to human Galphao; P09471; Multiplexed bead flow cytometry; actives lie on both sides; binding response (% of control), % at 10 µM; 220,000 tested, 0.35% active; AID 1439; in the data active = binding response below about 49% or above about 150%; inconclusive = no clear call, values can overlap the other calls; inactive = in between;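 also: fluorescent Galphao held in activated GDP-AlF4 state binding bead-coupled RGS7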
Bim-Bfl-1: disrupts Bim binding to human Bfl-1; Q16548; Bead-based flow cytometry, Bim-Bfl-1 binding inhibition; inhibition, % at 10 µM; 190,000 tested, 0.12% active;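 also: 0% = wells without compound plus tracer and 100% = blocker peptide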
Bcl-B Bim block: inhibitors of Bim-Bcl-B interaction, human | Q9HD36 | bead-based flow cytometry, Bim peptide-Bcl-B binding | inhibition, % at 10 µM | 190,000 tested, 0.073% active | AID 951;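 also: 0% = tracer peptide without compound and 100% = reference inhibitor peptide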
Target sequence (Q9HD36 whole entry, looked up): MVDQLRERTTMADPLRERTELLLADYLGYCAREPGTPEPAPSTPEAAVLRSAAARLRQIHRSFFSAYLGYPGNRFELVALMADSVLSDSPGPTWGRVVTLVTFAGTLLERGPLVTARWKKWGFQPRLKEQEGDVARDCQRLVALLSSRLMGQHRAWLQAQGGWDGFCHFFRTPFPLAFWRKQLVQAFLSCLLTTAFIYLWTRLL
* marks the source's active call; other numbers are inactive results; ? = inconclusive; . = no result given; [ ] = another dose, or the depositor's remark. Rule as the data show it, unless noted: active = inhibition above about 40%.

SMILES	Mcl-1 Bim block	Mcl1-Bid inh	Bcl-XL Bim block	RGS4-Gao reg	Bcl-2 Bim block	Mcl1-Noxa inh	RGS8-Gao	Bcl-W Bim block	RGS7-Gao	Bim-Bfl-1	Bcl-B Bim block
C/C(CC(=O)NCc1ccco1)=N\NC(=O)CC#N	0	-11	0	96	-4	17	98	0	97	-3	0
CNC(=S)SCCOc1ccc(C)cc1	0	-12	0	103	5	7	107	0	99	11	8
O=C(CN1CCN(Cc2cccc(Cl)c2)C1=O)NCc1cccs1	0	-12	-1	103	-3	7	101	-2	98	-2	-1
COc1ccc(NC(C)=O)cc1NC(=O)CCn1c(=O)sc2ccccc21	0	0	-7	101	2	-6	103	-2	101	-3	-4
CCOCCCNC(=S)NCCc1ccccc1	-4	-43	-5	99	-3	4	101	-2	98	0	-7
O=C(c1cc(-c2ccccc2)nc2ccccc12)N1CCCc2ccccc21	-3	-3	-7	103	-6	1	104	-5	98	-14	-8
COC(=O)c1cc2c(s1)-c1cc(F)ccc1OC2	.	-10	.	106	.	2	103	.	?	.	.
Cc1cc(C)cc(N(C(=O)Cn2nnc(-c3ccccc3)n2)C(C(=O)NC2CCCCC2)c2ccccn2)c1 (centres undefined)	20	-21	23	104	17	-4	101	15	107	23	14
O=C1c2cccc3cccc(c23)C(=O)N1CC1CCN(S(=O)(=O)c2ccc(F)cc2)CC1	-2	-21	-1	102	-2	-4	102	0	105	-6	0
O=C(CSc1nnc2sc3ccccc3n12)N1CCN(c2ccccc2)CC1	1	-43	2	99	-4	.	101	0	95	-15	-6
COc1cccc(C(=O)CSc2nnc(CNS(=O)(=O)c3ccc(C)cc3)n2C)c1	-4	-48	0	109	-3	10	104	12	101	0	-5
CCCC1CCC(C(=O)Nn2c(C)nc3ccccc3c2=O)CC1 (centres undefined)	-3	2	-11	101	-11	-2	104	-6	101	-22	-9
c1cncc(CNc2c3c(nc4nnnn24)CCCC3)c1	1	-24	0	70	1	-14	90	0	85	0	0
CC(=O)Nc1ccc(S(=O)(=O)Nc2nccc(/C=C/c3ccccc3F)n2)cc1	0	-8	-3	102	0	16	104	0	104	-6	0
CC1CCN(CC(=O)n2c3c(c4ccccc42)CCCC3)CC1	-2	-14	-3	102	0	6	97	2	104	2	-1
CC(C)OC(=O)CC1C(=O)NCCN1C(=S)NC(=O)c1ccc(F)cc1 (centres undefined)	-2	-59	-3	108	-1	13	106	-1	106	-2	-12
Cn1c(=NC(=O)CSCC(=O)N2CCCCC2)sc2ccccc21	-3	0	-3	101	-2	-8	97	-2	102	1	-3
CCN(CC)c1ccc(N2C(=O)c3ccccc3C2=O)cc1	-2	-43	-5	104	-3	1	105	2	104	-9	-4
Cc1c(C2=CCN(S(=O)(=O)c3ccc(Br)cc3)CC2)c2ccccc2n1C	-1	-52	-4	100	1	-1	103	0	98	0	0
CCCc1[nH]nc2c1C(c1ccc(Br)s1)C(C#N)=C(N)O2 (centres undefined)	-3	-6	-9	91	-8	7	98	-3	97	-15	-11
Cc1ccc(C)n1-c1cc(S(=O)(=O)N2CCOCC2)ccc1N1CCCC1	1	-51	1	101	1	3	102	1	104	9	0
COc1ccc(-c2ccc(-c3noc(-c4cccc(OC)c4)n3)c(OC)n2)cc1	2	.	1	101	0	.	104	-3	101	-5	-5
N=c1c2c(ncn1CCN1CCOCC1)Oc1cc(O)ccc1C2c1ccccc1 (centres undefined)	.	-8	.	97	.	9	97	.	?	.	.
COc1ccc(NC(=O)CSc2nnc(CNC(=O)COc3ccc(Cl)cc3)o2)c(OC)c1	0	-8	-3	105	1	5	104	0	106	-1	-1
CC(C)(C)OC(=O)NC(CC(=O)OCc1ccccc1)C(=O)O (centres undefined)	.	-7	.	101	.	18	102	.	?	.	.
CCCc1nc2ccccc2c(=O)n1/N=C/c1ccc(O)cc1	-2	-57	-6	101	-2	0	101	-1	98	-2	0
CC(C(=O)Nc1ccc(S(=O)(=O)N2CCOCC2)cc1)N(c1ccccc1)S(C)(=O)=O (centres undefined)	-2	-4	-9	95	-7	10	97	0	90	-9	-6
COC(=O)C1=C(N)Oc2c(oc(CO)cc2=O)C1c1c(F)cccc1Cl (centres undefined)	-3	-26	-4	99	-3	13	100	-5	103	-3	-2
Cc1cc(Cl)c2c(c1)[C@]1(C(=O)N2)[C@@H]2C(=O)N(Cc3ccccc3)C(=O)[C@@H]2[C@@H]2CCCN21	0	-9	-6	101	-8	5	104	-2	106	-8	-7
Cc1cccc(C)c1OCC(=O)N/N=C/C=C/c1ccco1	-3	-18	-1	67	0	8	86	-3	87	1	-7
CCOC(=O)c1ccccc1NC(=O)CSc1nnc(COc2ccccc2)n1CC	-4	13	-8	98	-11	10	96	-1	98	-17	-12
COC(=O)c1cc(C#N)c(SCc2ccccc2)nc1C	2	-12	-3	99	-1	-2	99	3	104	-9	-5
NC(=O)C1c2ccccc2CSc2ccccc21 (centres undefined)	-3	-6	-4	102	-10	15	101	1	101	-12	-7
Cc1cc(C)n2nc(C(=O)Nc3ccc4c(c3)OCO4)cc2n1	0	-77	0	89	3	32	94	0	87	0	4
O=C1c2ccccc2C(=O)N1Cc1cc(-c2ccccc2Cl)no1	-4	3	-4	99	-7	2	101	-8	93	-1	-5
CCP(=O)(CC)c1cccc(N)c1	0	-15	-4	98	-6	.	99	2	98	-10	-3
COc1ccc(C(=O)NC(NC(=S)Nc2ccc(S(N)(=O)=O)cc2)C(Cl)(Cl)Cl)cc1 (centres undefined)	0	-17	-9	105	-2	9	101	-6	104	-1	-13
CCN(CC)S(=O)(=O)c1cccc(-c2nnc(SCc3nc4ccccc4s3)o2)c1	-1	-23	1	96	0	2	100	-1	97	3	0
CCOC(=O)CSc1nc2cc3c(cc2cc1C#N)OCO3	-4	-12	-2	101	-4	-36	100	-4	100	1	-4
COC(=O)[C@@H]1C[C@H]1[C@@H](NC(=O)c1ccccc1)c1ccccc1	-2	-1	-4	95	0	-1	89	-3	99	-2	-4
O=C(Nc1cccnc1)c1cc(-c2ccc(F)cc2)on1	-1	-26	-1	100	-2	-9	102	-1	101	-5	-4
Cc1ccn2c(NC(=O)c3ccco3)c(-c3ccccc3)nc2c1	-1	-10	-5	.	-2	4	.	-4	.	2	-2
Cc1cc(NC(=O)CSc2nc(-c3ccco3)cc(C(F)(F)F)n2)no1	1	-4	1	104	3	-8	93	3	105	2	-2
Cc1[nH]c(=O)[nH]c(=O)c1S(=O)(=O)N1CCC(C(=O)N2CCN(c3cccc(C(F)(F)F)c3)CC2)CC1	0	-18	-3	98	-1	3	97	1	?	-4	-4
O=C1CC(c2ccccc2)Sc2ccccc2N1 (centres undefined)	-3	15	0	102	-7	8	106	0	104	-5	-10
C=CCSC1=N/C(=C\c2ccc(C)o2)C(=O)S1	-7	-13	-15	102	-8	11	98	-4	103	-8	-4
O=C(c1ccc(Cl)cc1[N+](=O)[O-])N1CCc2ccccc2C1	-4	-4	-4	108	-8	3	104	-5	105	-8	-4
c1coc(-c2nnc3n2C2(CCCC2)Cc2ccccc2-3)c1	1	-3	4	100	-6	3	99	2	98	-10	-6
Cc1cc(Oc2ccc(Cl)cc2)nc(-c2ccccn2)n1	.	-4	.	99	.	24	102	.	?	.	.
O=[N+]([O-])c1cccc(C(=Nc2ccccc2Cl)NO)c1	-4	-12	-3	91	0	-18	91	-4	94	0	-4
Cc1ccc(S(=O)(=O)Oc2ccccc2/C=N/O)cc1	15	-37	-3	99	-1	-8	102	-1	105	-4	0
COc1ccc(CC(C)N2CCN(c3ccccc3OC)CC2)cc1OC (centres undefined)	-2	12	-1	123	0	29	110	-5	120	0	-6
COc1ccc(C2(O)CCN(Cc3nnnn3Cc3ccc(F)cc3)CC2)cc1	-2	-16	-5	95	-6	-1	100	1	100	-11	-7
CC(=O)c1ccc(NC(=O)c2cnn3ccccc23)cc1	-4	-16	-5	103	-7	11	100	-2	100	-13	-7
Cc1cccc(Cn2ccc(NC(=O)c3cccnc3)n2)c1	-2	2	-4	104	-5	-12	101	-2	102	-5	-9
CC(C)CC(N)c1cn([C@@H](CCC(=O)O)C(=O)N2CCNCC2)nn1 (some centres undefined)	-1	-4	-1	103	-1	-11	104	0	97	-4	-7
CC(Nc1ccc2c(c1)OCCO2)C(=O)N1c2ccccc2CC1C (centres undefined)	2	-47	0	100	2	4	100	2	98	0	0
COc1ccc(OCC(O)CNCc2ccco2)cc1 (centres undefined)	-4	-13	-5	95	-2	6	97	-3	95	-8	0
Cc1cc(C)c2c(=O)[nH]cnc2n1	3	-5	0	101	2	15	102	3	?	1	-1
CCn1nc(NC(=O)Cc2ccc(OC)cc2)c2cc3cccc(C)c3nc21	.	-22	.	100	.	17	99	.	?	.	.

2 compounds picked at random from the list so far, as already listed:
SMILES	Mcl-1 Bim block	Mcl1-Bid inh	Bcl-XL Bim block	RGS4-Gao reg	Bcl-2 Bim block	Mcl1-Noxa inh	RGS8-Gao	Bcl-W Bim block	RGS7-Gao	Bim-Bfl-1	Bcl-B Bim block
COc1ccc(C2(O)CCN(Cc3nnnn3Cc3ccc(F)cc3)CC2)cc1	-2	-16	-5	95	-6	-1	100	1	100	-11	-7
CC(=O)c1ccc(NC(=O)c2cnn3ccccc23)cc1	-4	-16	-5	103	-7	11	100	-2	100	-13	-7

Later entries
SMILES	Mcl-1 Bim block	Mcl1-Bid inh	Bcl-XL Bim block	RGS4-Gao reg	Bcl-2 Bim block	Mcl1-Noxa inh	RGS8-Gao	Bcl-W Bim block	RGS7-Gao	Bim-Bfl-1	Bcl-B Bim block
COc1cc2c(cc1OC)C1=NC(=O)CN1C(SCc1ccccc1)=N2	0	-8	2	98	-1	38	97	0	94	-4	-7
CN1CCN(CC(=O)NN2CC(=O)N(c3ccc(F)cc3)CC2=O)CC1	.	-7	.	102	.	15	101	.	?	.	.
COc1ccc(OCC(=O)Nc2cc(-c3nn(C)c(=O)c4ccccc34)ccc2N2CCOCC2)cc1	.	36	.	104	.	-93	100	.	?	.	.
C=CCn1c(SCC(=O)NC23CC4CC(CC(C4)C2)C3)nc(O)cc1=O	-3	-18	-6	103	-11	9	102	0	98	-18	-6
O=C(CNC(=O)/C(=C\c1ccc(F)cc1)NC(=O)c1ccccc1)OCc1ccccc1	0	-18	-1	125	-6	-6	103	3	172*[activator]	-9	-7
COC(=O)c1cc(=O)n(Cc2ccco2)c(=Nc2ccc(F)cc2)s1	1	3	-4	104	-3	2	104	1	107	-3	-7
N#CCCn1cc(C(N)=O)c(-c2cccs2)n1	-4	-9	-2	100	-5	6	100	0	97	1	-2
Cc1ccc(-c2nc3ncccn3c2Nc2ccc3c(c2)OCO3)o1	3	-14	-1	94	0	39	92	3	90	-4	0
COc1ccccc1-c1noc(CCC(=O)Nc2cc(C(F)(F)F)ccc2Cl)n1	0	-32	-6	102	-1	12	104	-4	103	-7	-5
O=c1[nH]c(CN2CCc3ccccc3C2)nc2ccccc12	-1	10	5	109	-11	25	100	-2	99	-12	-7
COc1cc(OC)c2ccc(=O)oc2c1C(CC(=O)N1CCOCC1)c1ccc2c(c1)OCO2 (centres undefined)	.	-42	.	103	.	-1	107	.	?	.	.
CCC(C)(C)NC(=O)/C=C/c1cccs1	-1	4	-4	102	2	-10	99	-4	102	6	3
CC1CCN(c2cc(C#N)c(C#N)cc2[N+](=O)[O-])CC1	-2	-4	-4	100	-1	-6	102	-2	103	-1	-2

Compounds as they come; overall some 2.7% were active at least once.
